From PubChem BioAssay
TDP1 cell noCPT – qHTS for Inhibitors of human tyrosyl-DNA phosphodiesterase 1 (TDP1): qHTS in cells in absence of CPT; DT40 Tdp1-/- hTDP1 cells, no CPT, ATP luminescence, 48 h; Potency, µM (series often up to 46.2 µM), for the others: at the highest dose activity change, negative = growth inhibition, usual class: inhibitors; hit rate 15% among 420,000; AID 686978, 2013; also: nearly all actives have a fitted effect of over 55% in size
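DT40 Tdp1-/-;hTDP1 cells, no CPT (DMSO vehicle only), 400 cells/well; compounds pin-transferred; ≥48 hr, 37 °C; CellTiter-Glo 30 min RT dark, luminescence read.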
TDP1 cell CPT – DT40-hTDP1 cell growth loss with CPT; chicken DT40 Tdp1-/-;hTDP1 cells + 20 nM CPT, ATP luminescence, 48 h; Potency, µM (titrated, usually from 46.2 µM), inactives show at the highest dose activity change, negative = growth inhibition, actives largely listed as inhibitors; hit rate 12% among 420,000; AID 686979; also: nearly all actives have a fitted effect of over 55% in size
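Cell growth measured by CellTiter-Glo luminescence after a minimum 48 h, 37 C compound exposure with 20 nM CPT in Tdp1-knockout DT40 cells stably expressing hTDP1, seeded 400/well; qHTS titration format.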
TDP1 inh – inhibitors of human tyrosyl-DNA phosphodiesterase TDP1 | Q9NUW8 | recombinant TDP1, AlphaScreen DNA substrate cleavage | Potency, µM (doses to about 130 µM), for inactives: top-dose activity change, negative = inhibition, hits mostly inhibitors | hit rate 0.28% among 350,000 | AID 485290; also: nearly all actives have a fitted effect of over 40% in size
Target sequence (Q9NUW8 whole entry, looked up): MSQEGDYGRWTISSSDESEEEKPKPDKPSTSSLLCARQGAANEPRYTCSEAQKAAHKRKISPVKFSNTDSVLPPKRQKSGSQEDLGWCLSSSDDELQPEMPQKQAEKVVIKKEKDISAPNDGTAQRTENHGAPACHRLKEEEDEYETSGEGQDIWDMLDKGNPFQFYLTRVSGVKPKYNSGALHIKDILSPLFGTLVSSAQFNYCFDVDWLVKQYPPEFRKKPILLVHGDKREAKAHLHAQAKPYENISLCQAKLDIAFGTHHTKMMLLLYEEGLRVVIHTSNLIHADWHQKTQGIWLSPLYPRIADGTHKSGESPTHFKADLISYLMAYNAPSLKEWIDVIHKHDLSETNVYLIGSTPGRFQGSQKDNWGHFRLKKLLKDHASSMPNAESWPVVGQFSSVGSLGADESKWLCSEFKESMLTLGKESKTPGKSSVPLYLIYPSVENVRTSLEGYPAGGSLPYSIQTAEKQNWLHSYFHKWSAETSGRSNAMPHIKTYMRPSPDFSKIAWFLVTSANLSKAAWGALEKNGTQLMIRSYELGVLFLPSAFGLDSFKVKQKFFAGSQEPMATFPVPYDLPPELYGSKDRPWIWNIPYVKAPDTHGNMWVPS
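Enzyme-compound mixtures sat 15 min at room temperature, followed by a 5 min reaction with 15 nM final substrate and 10 min with AlphaScreen beads. Recombinant human Tdp1 was used at 1 nM final.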
Starred values were filed as active, the others as inactive; ? = inconclusive; · = not tested or not shown; [ ] = remark or other dose. Calls follow the shape of the dose curve; as a rule, active = well fitted curve in the direction sought with a large enough effect; inconclusive = small, poorly fitted or top-dose-only effect, or another doubt; inactive = no such curve, though single readings can be large; an effect the other way counts as inactive or inconclusive. % is scaled to controls: 0 for no effect and ±100 for the full control effect; potency is read from the fitted curve at half-maximal effect.

SMILES | TDP1 cell noCPT | TDP1 cell CPT | TDP1 inh
CN(C)C(=S)Nc1ccc(N2CCOCC2)cc1 | 2% | -11% | 0%
Clc1ccc(Cn2ncc3c(N4CCN(c5ccccc5)CC4)ncnc32)cc1 | 23µM* | 23µM* | ·
COc1cccc(/C=C/C(=O)O)c1C(C)C | 4% | -2% | 11%[56.1 µM]
Cc1cc[n+](CC(=O)c2cccc([N+](=O)[O-])c2)c2ccccc12 | -25% | 8% | ·
COc1ccccc1CNC(=O)Cn1cccc1C(=O)c1ccccc1C | -6% | -22% | 5%
CSCCC(NC(=O)c1ccccc1)C(=O)N1CC(C)OC(C)C1 (stereo not given) | 9% | 0% | 1%
CCOc1cc(N2CCOCC2)c(OCC)cc1NC(=O)c1ccccc1 | 16µM* | 21µM* | -2%
O=C(NCC1CCCO1)c1cc2ccccc2[nH]1 (stereo not given) | ? | -22% | 2%
CCc1ccc(N(CC)C(=O)Cc2c(C(=O)O)n(C)c3ccccc23)cc1 | -2% | 5% | ·
CCOC(=O)N(C)c1c(CC)nc2c(OCCOc3ccccc3)cccn12 | 16µM* | ? | ·
O=C1CN(CC(=O)Nc2ccc(Cl)cc2)CCN1 | -9% | -10% | 1%
CCOC(=O)C(=O)N(C)c1c(CC)nc2c(OCc3ccccc3OC)cccn12 | ? | -14% | ·
CCOC(=O)C1=C(C)NC(C)=C(C(=O)OCC)C1c1ccc([N+](=O)[O-])s1 | 10µM* | 15µM* | 0%
COC(=O)c1ccc(CSc2nnc3ccccn23)o1 | -1% | -11% | 3%
Cc1ccc(NC(=O)/C(=C/c2cccs2)NC(=O)c2ccco2)c(C)c1 | 0% | 2% | 0%
Cc1ccc(CNCc2ccc3c(c2)OCO3)c(C)c1 | -6% | 20% | 3%
CCOC(=O)c1sc(NC(=O)COc2ccc3c(c2)OCO3)nc1C | -15% | 10% | -6%
COc1ccc(C2OC(=O)CC2C(=O)NC2CCCC(C)C2C)cc1OC (stereo not given) | -15% | -4% | 0%
O=C(N/N=C/c1ccco1)c1ccc(OCc2ccccc2)cc1 | -26% | -28% | 5%
CCN(CC)S(=O)(=O)c1cc(NC(=O)C(CC(C)C)NC(N)=O)ccc1C (stereo not given) | -4% | -21% | 5%
COc1ccc(S(=O)(=O)N2CCCCC2C(=O)O)cc1 (stereo not given) | -16% | -4% | -2%
COc1ccc(CC(=O)Nc2cc(S(=O)(=O)N3CCCC3)ccc2Cl)c(OC)c1 | ? | ? | 0%
O=C1CN(C(=O)c2ccc(Cl)cc2Cl)C(c2ccc(F)cc2)c2cc(F)ccc2N1 (stereo not given) | ? | ? | 6%
Cn1c(N)c(C(=O)COC(=O)Cn2cc(C(F)(F)F)ccc2=O)c(=O)n(C)c1=O | 3% | 0% | 3%
CC(C)CCn1c(SCC(N)=O)nc2c1c(=O)n(C)c(=O)n2C | -9% | -2% | 5%
(continued)
SMILES | TDP1 cell noCPT | TDP1 cell CPT | TDP1 inh
O=C(NC1CCN(C(=S)Nc2ccc(F)cc2)CC1)C1CCCCC1 | 5% | 1% | 1%
Cc1c(NC(C)c2ccccc2O)c(=O)n(-c2ccccc2)n1C (stereo not given) | 1% | -3% | 4%
CN1CCN(CC(C)(C)NS(=O)(=O)c2ccc(Cl)cc2)CC1 | ? | ? | 0%
Cc1ccccc1C1=Nn2c(nnc2-c2ccco2)SC1 | 2% | -27% | 4%
CC(=O)c1csc(-c2ccccc2)n1 | -13% | -20% | 1%
O=C(CCC(=O)Nc1ccccc1)N/N=C/c1ccncc1 | 24% | -2% | 3%
O=C(NCc1ccccn1)c1ccc(Cl)c(S(=O)(=O)N2CCCCCC2)c1 | ? | ? | 3%
COc1cc(N=Cc2c(O)c3ccccc3oc2=O)c(OC)cc1Cl | -26% | -28% | ·
COc1ccc(-c2cc3nc4ccccc4n3c(N)c2C#N)cc1 | -11% | -14% | -11%
O=C(NCCc1c[nH]c2ccccc12)c1cccc(Br)c1 | ? | -17% | ·
C[C@@H]1CN([C@@H](C)CO)S(=O)(=O)c2ccc(-c3ccc(C(=O)N(C)C)cc3)cc2O[C@@H]1CN(C)Cc1ccccc1C(=O)O | 11% | 9% | ·
Cc1ccc(NC(=O)C2CC(=O)N(c3ccc4c5c(cccc35)CC4)C2)cc1 (stereo not given) | ? | ? | 6%
CCOc1ccccc1-n1nnc(S(=O)(=O)c2ccc(C)cc2)c1N | 12µM* | ? | -1%
CC(C)(C)NC(=O)CN(C(=O)C1CSC(=O)C1)c1ccccc1F (stereo not given) | -6% | -4% | 11%
O=C(COC(=O)C1=COCCO1)Nc1ccc(F)cc1 | -16% | -20% | 0%
CC(OC(=O)c1cccs1)C(=O)NCC1CCCO1 (stereo not given) | -3% | 14% | 4%
CC1(C)Cc2nc3n[nH]c(N)c3cc2CO1 | 2% | -7% | 0%
CCc1ccc(C(=O)NC(CC(C)C)C(=O)O)cc1 (stereo not given) | 0% | -7% | 6%
CC(=O)c1sc(NC(=O)CCc2ccccc2)nc1C | ? | -25% | ·
Cc1oc2c(CN3CCOCC3)c(O)ccc2c(=O)c1-c1ccc(Cl)cc1 | 6% | -18% | 4%
COc1ccc(-c2ccc3c(c2)S(=O)(=O)c2cccc(C(=O)NCCOc4ccccc4Cl)c2C3=O)cc1OC | 23µM* | 23µM* | 28µM*
O=C(c1ccccc1)C(Nc1ccccn1)c1ccccc1 (stereo not given) | -19% | -20% | 1%
c1ccc(CN2CCCC3(CCCN(Cc4nc(CC5CC5)no4)C3)C2)cc1 (stereo not given) | ? | ? | -3%
Cc1oc(-c2ccccc2F)nc1CS(=O)(=O)CC(=O)NCCCN1CC(C)CC(C)C1 (stereo not given) | 11% | -8% | 3%
Cc1cc(C(=O)Nc2c(C)nn(Cc3ccc(F)cc3)c2C)no1 | -4% | 0% | 2%
(listing goes on)
SMILES | TDP1 cell noCPT | TDP1 cell CPT | TDP1 inh
CN(C)C(=O)c1cc(CNCc2ccc(C(F)(F)F)cc2)cc(NC(=O)c2ccccn2)c1 | -24% | 8% | ·
Cc1ccc(S(=O)(=O)NC(=NCC(=O)O)c2ccccc2)cc1 | ? | -7% | 4%
Nc1nc2ccc(Cl)cc2cc1C(=O)NCCCN1CCOCC1 | -14% | 8% | ·
C=CCSc1ncccc1C(=O)NCCc1ccccc1 | -12% | -9% | ·
O=C(NCCC1=CCCCC1)c1cccc(S(=O)(=O)N2CCCCC2)c1 | 23µM* | ? | -6%
COC(=O)Cn1c2ccccc2c(=O)n1C(C)C | 0% | -5% | ·
O=C(O)CCN(CCC(=O)O)c1nnc(SCc2ccccc2)s1 | 5% | -3% | 4%
O=C(/C=C/[C@H]1O[C@@H](n2ccc(=O)[nH]c2=O)[C@H](O)[C@@H]1O)NC1CCN(Cc2ccccc2)C1 (stereo not given in full) | -7% | -14% | ·
NC(=O)C1CCN(CC(=O)Nc2nccs2)CC1 | 1% | 27% | ·
S=c1[nH]nc(CCCc2n[nH]c(=S)o2)o1 | 0% | 13% | ·
CCOc1ccccc1N1C(=O)c2ccc(C(=O)Nc3cccnc3)cc2C1=O | 5% | 10% | 11%
N#Cc1cccc(C(=O)Nc2ccc(S(=O)(=O)Nc3nccs3)cc2)c1 | 26% | -9% | 5%
CC(O)(COc1ccccc1)c1ccc2c(c1)CN(Cc1cccn1-c1ccccn1)CCO2 (stereo not given) | 16µM* | -11%[9.04 µM] | ·
COc1ccc(N(C)C(=O)CCC(=O)Nc2ccc3nc(N4CCOCC4)cc(C)c3c2)c(OC)c1 | 16µM* | ? | -7%
CCc1cc(-c2nnn(CCC3COCCO3)c2CC)cc(CC)c1-c1cn(CCc2c[nH]c3ccccc23)nn1 (stereo not given) | ? | ? | ·
O=C(Nc1ccnn1C1CCN(C/C=C/c2ccccc2)CC1)c1cccc(F)c1 | 0% | ? | 1%
COc1ccc(OC)c(/C=C/C(=O)Nc2ccc(C(=O)OCCC(C)C)cc2)c1 | 18µM* | 18µM* | 1%[12.3 µM]
O=C(/C=C/c1ccc(Cl)cc1)NC(=S)Nc1ccc(CN2CCOCC2)cc1 | 23µM* | ? | -1%
CCc1nc2ccccc2c(C(=O)NCc2ccccc2)c1C | -1% | -8% | 6%
COC(=O)c1ccc(CNC(=O)C2CCC(=O)N(CCN3CCOCC3)C2)cc1 (stereo not given) | -12% | -2% | 2%
O=C(NCC1CCCO1)c1ccc(Oc2ccc([N+](=O)[O-])cc2)cc1 (stereo not given) | 23µM* | ? | -5%
Cc1cccc(NC(=O)CSc2nnc(CNC(=O)c3ccco3)o2)c1 | 3% | 6% | 3%
CCn1c(C)c2c(C)nnc(C)c2c1C | -20% | -22% | 2%
O=C1CN(C(=S)NC(=O)c2ccc(-c3ccccc3)cc2)CCN1 | -1% | 4% | 3%
CC(=O)c1c(C)[nH]c(C(=O)OC2CCOC2=O)c1C (stereo not given) | -4% | 3% | 9%
Following part:
SMILES | TDP1 cell noCPT | TDP1 cell CPT | TDP1 inh
COc1ccc(CC(NC(C)=O)C(=O)NC2CCN(C(=O)c3ccccc3F)CC2)cc1 (stereo not given) | -7% | -1% | 10%
O=C(C[n+]1ccc2ccccc2c1)c1ccc2ccc3ccccc3c2c1 | 4.1µM* | 3.3µM* | ·
O=c1[nH]c2cc(Cl)c(Br)cc2o1 | -15% | 6% | ·
Cc1cccc(NC(=O)c2ccc(S(=O)(=O)NCc3ccco3)cc2)n1 | ? | ? | -1%
O=C(CSc1nnc(-c2ccncc2)n1Cc1ccco1)Nc1ccccc1Cl | -25% | -30% | 3%
O=[N+]([O-])c1ccc(N2CCN(S(=O)(=O)c3ccccc3)CC2)cc1NCCN1CCOCC1 | ? | ? | 2%
CCOC(=O)C1=CN(Cc2ccco2)S(=O)(=O)NC1CC (stereo not given) | 5% | -4% | ·
CCC(NC(=O)Nc1cc(C)on1)(C(F)(F)F)C(F)(F)F | -23% | -24% | ·
O=C1Nc2c(c(=O)[nH]c(=O)n2Cc2ccccc2)C1(NS(=O)(=O)c1ccccc1)C(F)(F)F (stereo not given) | ? | -15% | 3%
COc1cc(/C=C/c2[nH]c(=O)[nH]c(=O)c2[N+](=O)[O-])cc(OC)c1O | 2% | 18% | 4%
Cc1ccc(NC(=S)Nc2ccc3[nH]c(=O)[nH]c3c2)cc1C | 9% | -5% | 0%
CCOC(=O)c1ccc(NC(=O)c2sc3ccccc3c2Cl)cc1 | -10% | -8% | -3%[12.3 µM]
O=C(C1CCC(=O)N(C2CC2)C1)N1CCN(c2cccc(Cl)c2)CC1 (stereo not given) | -11% | -29% | 4%
CCOC(=O)c1c(C)[nH]c(C(=O)OCC(=O)c2ccccc2)c1C | ? | ? | ·
CC(C(=O)Nc1ccc(Br)cc1)N(C)CC(=O)NCc1ccco1 (stereo not given) | ? | ? | 4%

Looked up above.
Under TDP1 inh, O=[N+]([O-])c1ccc(N2CCN(S(=O)(=O)c3ccccc3)CC2)cc1NCCN1CCOCC1 is listed with 2%
Under TDP1 inh, CC(C(=O)Nc1ccc(Br)cc1)N(C)CC(=O)NCc1ccco1 (stereo not given) is listed with 4%

Structures from the list above containing an aryl methoxy group (13):
SMILES | TDP1 cell noCPT | TDP1 cell CPT | TDP1 inh
COc1cccc(/C=C/C(=O)O)c1C(C)C | 4% | -2% | 11%[56.1 µM]
COc1ccccc1CNC(=O)Cn1cccc1C(=O)c1ccccc1C | -6% | -22% | 5%
CCOC(=O)C(=O)N(C)c1c(CC)nc2c(OCc3ccccc3OC)cccn12 | ? | -14% | ·
COc1ccc(C2OC(=O)CC2C(=O)NC2CCCC(C)C2C)cc1OC (stereo not given) | -15% | -4% | 0%
COc1ccc(S(=O)(=O)N2CCCCC2C(=O)O)cc1 (stereo not given) | -16% | -4% | -2%
COc1ccc(CC(=O)Nc2cc(S(=O)(=O)N3CCCC3)ccc2Cl)c(OC)c1 | ? | ? | 0%
COc1cc(N=Cc2c(O)c3ccccc3oc2=O)c(OC)cc1Cl | -26% | -28% | ·
COc1ccc(-c2cc3nc4ccccc4n3c(N)c2C#N)cc1 | -11% | -14% | -11%
COc1ccc(-c2ccc3c(c2)S(=O)(=O)c2cccc(C(=O)NCCOc4ccccc4Cl)c2C3=O)cc1OC | 23µM* | 23µM* | 28µM*
COc1ccc(N(C)C(=O)CCC(=O)Nc2ccc3nc(N4CCOCC4)cc(C)c3c2)c(OC)c1 | 16µM* | ? | -7%
COc1ccc(OC)c(/C=C/C(=O)Nc2ccc(C(=O)OCCC(C)C)cc2)c1 | 18µM* | 18µM* | 1%[12.3 µM]
COc1ccc(CC(NC(C)=O)C(=O)NC2CCN(C(=O)c3ccccc3F)CC2)cc1 (stereo not given) | -7% | -1% | 10%
COc1cc(/C=C/c2[nH]c(=O)[nH]c(=O)c2[N+](=O)[O-])cc(OC)c1O | 2% | 18% | 4%
